Bioassay records deposited in PubChem BioAssay by several laboratories.
MCL1 BIM primary: inhibitors of MCL1 binding to BIM-BH3, primary screen, biochemical, fluorescence polarization. GST-MCL1 / FITC-Bim-BH3 fluorescence polarization. inhibition, % at 10.9 µM. hit rate 0.68% among 320,000. AID 2057, 2009;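 active = inhibition above the mean inhibition of all tested compounds plus 3 SD, set per campaign, cut at about 40% in these data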;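 also: 0% = DMSO wells and 100% = unlabeled Bim-BH3 peptide control; higher means more loss of mP so more displacement of Bim peptide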
GRK2 inh: compounds blocking aptamer binding on GRK2 – biochemical, human GRK2, bead flow cytometry, HTS, primary screen | inhibition of aptamer binding, % at 10 µM | FAM-aptamer displacement from GRK2 | Beta-adrenergic receptor kinase 1 (Homo sapiens), P25098 | hit rate 0.59% among 330,000;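 active = inhibition of aptamer binding above 40%, roughly 3 SD of noise, on plates passing a quality check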;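 also: median bead fluorescence of bound FAM aptamer so fluorescent compounds give negative values; no value below 0 was filed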
Target sequence (P25098 whole entry, looked up): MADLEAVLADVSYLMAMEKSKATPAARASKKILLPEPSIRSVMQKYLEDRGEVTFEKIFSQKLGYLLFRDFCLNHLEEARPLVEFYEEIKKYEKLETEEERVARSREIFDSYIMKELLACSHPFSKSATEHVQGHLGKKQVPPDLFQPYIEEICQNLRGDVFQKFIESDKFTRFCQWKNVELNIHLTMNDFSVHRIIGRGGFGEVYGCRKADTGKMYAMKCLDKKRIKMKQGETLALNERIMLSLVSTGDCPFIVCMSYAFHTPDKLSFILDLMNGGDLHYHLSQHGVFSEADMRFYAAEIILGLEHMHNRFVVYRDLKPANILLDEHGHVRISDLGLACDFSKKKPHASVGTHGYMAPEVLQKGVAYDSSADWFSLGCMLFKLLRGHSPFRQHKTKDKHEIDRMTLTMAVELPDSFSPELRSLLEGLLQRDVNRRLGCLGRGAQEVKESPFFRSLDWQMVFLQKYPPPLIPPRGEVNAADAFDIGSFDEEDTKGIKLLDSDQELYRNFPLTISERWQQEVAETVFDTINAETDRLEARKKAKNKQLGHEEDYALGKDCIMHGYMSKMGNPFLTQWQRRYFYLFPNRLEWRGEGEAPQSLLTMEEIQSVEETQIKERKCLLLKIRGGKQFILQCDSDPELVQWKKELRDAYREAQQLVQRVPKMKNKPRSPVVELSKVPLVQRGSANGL
GLD-1 TGE inh: GLD-1/TGE RNA complex disruptors, primary screen, biochemical, fluorescence polarization; inhibition, % at 5.96 µM; purified GLD-1 + fluorescein TGE RNA; Female germline-specific tumor suppressor gld-1 (Caenorhabditis elegans), Q17339; hit rate 0.44% among 320,000; AID 2280, 2010;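 active = percent inhibition above a per-plate cutoff, the plate mean of test compounds plus 3 SD, cut at about 30% in these data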;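 also: 0% = DMSO wells with GLD-1 and probe and 100% = wells lacking GLD-1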
CIT2 TOR yeast: modulators of CIT2-GFP expression in yeast, primary screen, S. cerevisiae, GFP fusion, multiplex flow cytometry, MLPCN library. hit rate 0.065% among 320,000. AID 2029, 2009. S. cerevisiae CIT2-GFP strain, 3 h; 100 means same as DMSO wells. GFP response vs DMSO, % at 10 µM;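 active = GFP response relative to DMSO above a set limit, near the screen mean plus 3 SD, cut at about 150% in these data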;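 also: ratio of well median GFP fluorescence to mean of DMSO wells on the plate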
VLA-4 inh: inhibition in human VLA-4 binding assay, primary screen, VLA-4 allosteric modulator project, MLPCN library, flow cytometry, VLA-4 expressing cells. hit rate 0.2% among 330,000. inhibition, % (about 7 µM as worked out from the volumes in the protocol). Integrin alpha-4 (Homo sapiens), P13612. ligand binding flow cytometry; in the data active = inhibition above about 50%
Bcl-xL primary: inhibitors of human Bcl-xL, primary screen, biochemical, fluorescence polarization, HTS; Bcl-2-like protein 1 (Homo sapiens), Q07817; GST-Bcl-xL / FITC-Bim BH3 peptide fluorescence polarization; inhibition, % at 10.9 µM; hit rate 0.7% among 320,000; AID 2129, 2009;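 active = inhibition above the mean of all tested compounds plus 3 SD, cutoff set per campaign, cut at about 30% in these data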;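 also: 0% = DMSO wells and 100% = unlabeled Bim-BH3 peptide competitor; inhibitors lower millipolarization by displacing the labeled peptide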
Target sequence (Q07817 whole entry, looked up): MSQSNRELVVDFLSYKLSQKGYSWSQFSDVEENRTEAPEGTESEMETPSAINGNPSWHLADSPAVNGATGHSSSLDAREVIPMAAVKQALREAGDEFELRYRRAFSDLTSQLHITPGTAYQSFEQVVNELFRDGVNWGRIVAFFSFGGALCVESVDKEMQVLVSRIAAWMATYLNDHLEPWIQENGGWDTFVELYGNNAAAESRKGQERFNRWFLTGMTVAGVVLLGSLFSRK
MEX-5 binding: MEX-5 zinc finger RNA-binding disruptors – biochemical, C. elegans, fluorescence polarization, MLPCN library, primary screen. Zinc finger protein mex-5 (Caenorhabditis elegans), Q9XUB2. MEX-5/FITC-TCR2 RNA binding; hits give low values. activity score (negative = inhibition of binding), % at 10 µM. hit rate 0.38% among 300,000;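 active = inhibition past about -25% in most replicates, and total fluorescence under double the plate's negative control median, limit read from the data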;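 also: 0% = DMSO and -100% = 5 µM competing unlabeled TCR2 RNA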
AGP1-GFP MLPCN: modulators of AGP1-GFP expression in yeast TOR pathway, primary screen, cell-based, multiplex flow cytometry, S. cerevisiae, MLPCN library | 3 h; GFP as percent of DMSO wells | GFP response vs DMSO, % at 10 µM | hit rate 0.02% among 320,000;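 active = GFP response relative to DMSO above a set limit, near screen average plus 3 SD, cut at about 150% in these data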;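 also: median GFP channel fluorescence of the gated AGP1 strain per well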
CR mimetic SO: reduction of superoxide in aged yeast, primary screen, HTS. superoxide response (% of plate mean), % at 10 µM. S. cerevisiae aged cells, superoxide DHE fluorescence; hits give low values. hit rate 0.18% among 330,000. AID 2690, 2010;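 active = superoxide response under a set limit, about three screen SD below normal, cut at about 65% in these data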;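 also: yeast aged for seven days with compound at 30 °C before DHE staining; 100% = average MFI of all compound-treated wells on the plate with controls excluded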
* = called active by the depositor; nt = no result given.

SMILES	MCL1 BIM primary	GRK2 inh	GLD-1 TGE inh	CIT2 TOR yeast	VLA-4 inh	Bcl-xL primary	MEX-5 binding	AGP1-GFP MLPCN	CR mimetic SO
COCCCNC(=S)N1CCN(Cc2ccc3c(c2)OCO3)CC1	4.0	1.0	0.6	94.4	10.5	6.0	1.6	94.3	93.1
COc1ccc(CNC(=O)CCCn2nc(C)c([N+](=O)[O-])c2C)cc1OC	2.1	1.0	0.6	98.7	6.8	1.5	0.7	101.5	97.8
COc1ccc(-c2noc(-c3ccccc3C(=O)Nc3cccnc3)n2)cc1OC	2.0	1.0	1.6	63.8	-7.8	5.5	-1.9	78.0	98.8
CCNc1nc(-c2cc3ccccc3o2)cs1	7.5	6.0	-3.2	96.1	14.2	5.8	0.4	90.2	88.2
Cc1cc(=O)oc2cc(NC(=O)C3CCCC3)ccc12	0.9	0.0	1.4	96.7	1.2	1.2	nt	97.0	90.9
COc1ccc(C)cc1NC(=O)c1cc2ccccc2cc1OCC(=O)NCc1ccco1	0.5	5.0	1.7	105.0	-8.4	5.7	-1.0	105.3	88.1
Cc1ccc2[nH]c(CNC(=O)c3ccccc3F)cc2c1	0.5	1.0	7.7	96.3	-1.3	0.9	3.2	101.6	103.0
COc1cccc(Nc2nnc(SCC(=O)N3CC(=O)Nc4ccccc43)s2)c1	-4.9	0.0	-2.5	95.7	-0.8	0.2	-5.8	103.5	95.0
COc1cccc(NC(=O)CN(C)C(=O)CSCc2nc3scc(-c4cccs4)c3c(=O)[nH]2)c1	5.4	1.0	7.6	89.9	16.9	9.5	-0.5	102.2	101.9
Cc1ccc(-n2c(SCC(=O)Nc3ccc4c5c(cccc35)CC4)nc(O)cc2=O)cc1	2.8	5.0	1.9	107.0	-11.1	-2.5	1.8	106.5	85.3

Whole records from above. Values in the order: MCL1 BIM primary | GRK2 inh | GLD-1 TGE inh | CIT2 TOR yeast | VLA-4 inh | Bcl-xL primary | MEX-5 binding | AGP1-GFP MLPCN | CR mimetic SO
Entry for CCNc1nc(-c2cc3ccccc3o2)cs1 : 7.5 | 6.0 | -3.2 | 96.1 | 14.2 | 5.8 | 0.4 | 90.2 | 88.2
Entry for COc1cccc(Nc2nnc(SCC(=O)N3CC(=O)Nc4ccccc43)s2)c1 : -4.9 | 0.0 | -2.5 | 95.7 | -0.8 | 0.2 | -5.8 | 103.5 | 95.0
Entry for COc1ccc(C)cc1NC(=O)c1cc2ccccc2cc1OCC(=O)NCc1ccco1 : 0.5 | 5.0 | 1.7 | 105.0 | -8.4 | 5.7 | -1.0 | 105.3 | 88.1

Continuation.
SMILES	MCL1 BIM primary	GRK2 inh	GLD-1 TGE inh	CIT2 TOR yeast	VLA-4 inh	Bcl-xL primary	MEX-5 binding	AGP1-GFP MLPCN	CR mimetic SO
Cc1cc(N2CCN(c3ccccc3)CC2)nc(N)n1	2.6	0.0	-2.4	98.4	5.8	11.1	1.1	103.1	99.8
COc1cccc(CNS(=O)(=O)c2cn(C)cn2)c1	-0.1	0.0	-0.1	99.2	31.6	1.6	2.0	98.7	102.0
O=C(O)CC(NC(=O)Nc1ccccc1)c1ccc(OC2CCCC2)cc1 (centres undefined)	4.6	1.0	2.2	86.5	0.3	6.5	-4.2	89.4	104.1
CCOc1ccc(NC(=O)CSc2nc3ccccc3nc2N2CCOCC2)cc1	4.2	0.0	-1.3	101.8	-20.1	0.1	-1.9	100.0	105.0
COc1cc(S(=O)(=O)N2CCCCC2)ccc1NC(=O)c1ccccc1Cl	-6.4	0.0	5.8	79.3	43.0	1.2	0.7	82.2	98.7
Cc1ccc(C2(O)CN(c3ccccc3C)C3=[N+]2CCS3)cc1 (centres undefined)	-3.8	9.0	-0.5	102.6	0.7	-3.2	1.0	94.3	90.0
O=C(CCc1nc(-c2ccc(F)cc2)no1)NCc1ccccc1CN1CCOCC1	nt	0.0	2.9	117.7	-4.6	nt	nt	106.8	116.1
CCOc1cc(N2CCOCC2)c(OCC)cc1NC(=O)Cc1cccc2ccccc12	2.3	0.0	2.6	98.0	-9.3	2.1	0.7	96.9	108.6
O=C(COC(=O)c1ccc(S(=O)(=O)NCc2ccco2)cc1)NC1CCCCC1	-1.6	0.0	4.7	93.3	0.9	2.9	3.6	108.6	98.0
COc1ccccc1NC(=O)C[n+]1ccccc1	-1.7	1.0	9.1	119.7	3.5	-1.1	-3.1	107.1	98.2
O=C(NCc1ccc(F)cc1)C1CC(=O)N(C2CCCC2)C1 (centres undefined)	4.3	1.0	2.4	85.0	19.1	2.5	nt	100.3	84.8
Cn1c(SCC(=O)Nc2ccccc2F)nnc1-c1cccs1	2.7	0.0	0.9	109.1	11.6	0.3	-0.1	105.9	89.7
CCN1CCN(c2cc(C)c3cc(NC(=S)N4CCCCC4)ccc3n2)CC1	9.6	0.0	6.0	90.1	0.4	6.0	3.6	100.6	103.7
COc1ccc(S(=O)(=O)NCc2ccc(C(=O)NCCCN3CC(C)CC(C)C3)cc2)cc1 (centres undefined)	-4.0	0.0	-0.4	106.3	1.1	-4.6	-5.4	98.2	87.3
Cc1ccc(S(=O)(=O)NC(CC(=O)NCC2CCCO2)c2ccccc2)cc1 (centres undefined)	6.3	4.0	4.7	86.0	-0.3	7.3	-0.6	95.2	96.4
CC(=O)c1cccc(NC(=O)CCNC(=O)c2ccccc2Cl)c1	-6.8	4.0	1.6	105.9	19.6	-2.8	-0.4	108.1	104.7
COC(=O)Nc1nnc(Cc2ccc(Cl)cc2)s1	9.1	0.0	12.1	109.3	-6.3	3.3	1.2	104.9	111.5
CCN1C(=O)/C(=C\C(=O)c2cccs2)c2cc(Br)ccc21	6.3	2.0	6.3	78.3	17.9	3.1	2.8	91.1	90.1
Cc1ccc(S(=O)(=O)Nc2ccc3[nH]ccc3c2)cc1	3.2	1.0	-5.0	99.5	-2.4	9.0	0.5	98.9	101.6
O=C(Nc1cnccn1)c1cccnc1	6.4	0.0	3.8	99.9	0.9	4.9	-0.1	112.8	97.7
CC(C)(C)OC(=O)N1CCC2(CC1)C(C#N)=C(N)OC1=C2C(=O)CCC1	9.2	0.0	2.9	98.6	4.5	10.3	-1.7	101.4	99.4
CN(C)C(=O)CCCCCCCCC(=O)N(C)C	-6.9	1.0	-2.9	98.0	1.5	-1.8	-2.8	108.4	101.0
CCOC(=O)COc1ccc2c(c1)c(C(=O)OCC)c(C)n2CC	6.7	0.0	-1.5	111.3	1.9	4.3	-2.0	115.5	111.7
CN(CCCNC(=O)CCc1cn(C)c2ccccc12)C1CCCCC1	-8.9	0.0	4.2	101.3	0.3	-2.8	3.2	96.2	90.8
COc1ccc(NC(=O)c2scc(S(=O)(=O)C(C)C)c2N)cc1	6.3	0.0	2.1	103.3	3.3	0.3	1.7	108.1	102.0
O=C(CN1C(=O)NC2(CCc3ccccc32)C1=O)Nc1cc(C(F)(F)F)ccc1N1CCOCC1 (centres undefined)	-8.4	0.0	0.1	103.6	-20.2	-3.6	3.3	105.9	106.7
COc1cccc(CNC(=O)CCCn2nc(C)n3c(cc4sccc43)c2=O)c1	6.0	3.0	-6.4	98.9	3.5	4.3	0.8	102.1	90.0
CN(Cc1ccccc1)S(=O)(=O)c1nnc(NC(=O)c2ccccc2F)s1	3.6	7.0	4.7	99.2	2.7	3.6	-2.1	102.5	102.6
CCNC(=O)C(=O)NCCc1ccc(Cl)cc1	8.9	0.0	6.8	100.7	4.7	7.2	3.4	94.5	119.2
CSC1=NCCN1C(=O)c1cccc(C(F)(F)F)c1	2.8	3.0	4.2	98.9	-28.9	2.8	1.2	100.8	104.3
CC1CCCCC1NC(=O)c1ccc(S(=O)(=O)N2CCN(C)CC2)cc1 (centres undefined)	-5.8	0.0	1.0	104.7	2.7	-2.3	1.4	95.0	110.4
CC(=C/c1ccccc1)/C=C1/SC(N2CCOCC2)=NC1=O	11.2	0.0	-0.6	93.2	-4.1	-1.1	-0.4	100.0	94.0
COc1ccccc1OCC(=O)Nc1ccccc1C(=O)NCc1ccco1	-1.7	2.0	4.1	91.5	2.8	8.2	2.3	92.4	98.2
O=C(CN1C(=O)c2ccccc2C1=O)OCC(=O)c1ccccc1	2.9	0.0	-0.7	83.3	0.1	0.2	-4.7	85.7	129.4
O=C(NCc1ccccc1)c1ccc(F)c(F)c1	2.5	3.0	-2.8	100.8	16.1	3.8	-0.3	102.0	81.6
COc1cc(CC2COC(=O)C2(O)Cc2ccc(O)c(OC)c2)ccc1O (centres undefined)	6.7	2.0	6.5	90.5	26.9	0.3	3.8	95.2	107.2
O=C(O)c1cc2ccccc2cc1Nc1ccccc1	3.4	4.0	1.1	97.3	-3.9	1.9	-3.2	94.1	103.2
COc1ccccc1C(=O)COC(=O)c1nc(Cl)ccc1Cl	-0.4	4.0	2.4	102.3	18.8	0.6	-0.1	111.7	95.1
COc1ccc(C(=O)CSc2nncn2C)cc1	-1.4	3.0	0.5	96.7	-6.8	4.0	-1.4	96.3	106.9
Cc1ccc(C2C3=C(CCCC3=O)Nc3[nH]c(=S)[nH]c(=O)c32)cc1 (centres undefined)	-3.3	1.0	2.5	96.5	1.2	7.9	-1.0	104.2	94.3
O=C(c1ccccc1NS(=O)(=O)c1cccc(C(F)(F)F)c1)N1CCc2ccccc21	1.0	0.0	6.2	95.9	-5.8	-1.4	-0.4	102.5	101.2
CCOC(=O)C1CCN(CCCSc2ccc(C)cc2)CC1	2.6	0.0	-2.5	102.7	7.4	3.9	-0.5	96.1	95.0
CC(C)NC(=S)n1cc(C(=O)c2cc(Cl)cc(Cl)c2O)cn1	-1.1	0.0	-5.0	95.2	-6.6	2.4	-1.5	77.8	93.1
CNCc1ccc(OCc2ccccc2)c(OC)c1	-3.1	0.0	-0.4	98.8	16.5	4.5	-0.1	99.7	103.7
COc1ccc(C2=CN(Cc3ccccc3)CCC2=O)cc1	nt	0.0	-3.4	105.2	-8.4	nt	nt	115.3	106.6
N#Cc1nc(COc2ccccc2)oc1N1CCCC1	-2.8	2.0	-3.2	74.9	0.0	2.0	-2.1	88.5	86.5
CCC(=O)NC1(C(F)(F)F)C(=O)Nc2c1c(=O)n(C)c(=O)n2C (centres undefined)	1.9	0.0	14.0	94.8	-11.5	3.6	0.0	107.5	107.8
COCCn1cc(C(=O)c2ccccc2OCC(=O)Nc2cc(C)on2)cc(C#N)c1=O	-4.3	0.0	-2.9	92.4	16.6	1.3	-1.3	87.0	110.0
CCOC(=O)C(Cc1ccccc1)NC(=O)CCC(=O)c1ccc(OC)cc1 (centres undefined)	4.5	3.0	2.6	108.9	-10.0	6.1	-0.5	104.4	96.7
COc1cc(OC)cc(C(=O)N[C@H](C(=O)OCC(=O)N2CCc3ccccc32)C(C)C)c1	-5.4	2.0	0.2	90.5	34.5	-2.1	0.6	96.3	81.9
O=C(/C=C/c1ccc(F)cc1)NC(=S)N1CCN(Cc2ccccc2)CC1	2.3	3.0	-1.5	108.2	-1.6	2.6	0.0	110.4	90.5
C/C(=N/NC(=O)c1cccs1)c1ccco1	6.8	3.0	-4.1	104.3	1.7	3.2	1.9	101.9	99.8
Brc1ccccc1OCCCN1CCOCC1	-2.7	2.0	4.5	80.8	13.5	2.0	1.2	82.7	118.3
